Source: PubChem
GPR151 ag: activates the human receptor GPR151. Q8TDV0. PathHunter beta-arrestin GPR151 cells, luminescence. activation, % at 11.2 µM. 650,000 compounds, 1% hits; in the data active = activation above about 4.9%;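 note: 0% = median of compound wells and 100% = cells with positive control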
Target sequence (Q8TDV0 whole entry, looked up): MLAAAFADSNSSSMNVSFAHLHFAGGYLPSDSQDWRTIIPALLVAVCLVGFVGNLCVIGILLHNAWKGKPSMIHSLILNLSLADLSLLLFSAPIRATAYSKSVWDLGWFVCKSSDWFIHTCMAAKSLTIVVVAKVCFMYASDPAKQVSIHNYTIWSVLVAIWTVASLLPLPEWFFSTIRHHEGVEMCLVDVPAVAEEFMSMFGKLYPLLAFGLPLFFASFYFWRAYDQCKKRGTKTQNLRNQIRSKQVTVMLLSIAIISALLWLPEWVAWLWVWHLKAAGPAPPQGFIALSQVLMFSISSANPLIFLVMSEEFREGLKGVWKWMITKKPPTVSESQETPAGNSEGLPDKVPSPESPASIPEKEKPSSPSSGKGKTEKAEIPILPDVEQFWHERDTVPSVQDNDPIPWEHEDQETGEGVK
TEAD-YAP inh: TEAD-YAP interaction inhibition; inhibition, % at 9.12 µM; HEK-TIYL cells, TEAD-Gal4/YAP UAS-luciferase luminescence; 640,000 compounds, 1.4% hits; AID 1259422; in the data active = inhibition above about 32%;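 note: 0% = median of test compound wells and 100% = reference inhibitor wells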
FBW7 activator: activators of human E3 ligase FBW7. AlphaScreen FBW7–phospho-cyclin E peptide binding, activator screen. normalized activity (activation), % at 26.1 µM. 650,000 compounds, 0.13% hits. AID 1259310; in the data active = normalized activity above about 1.9%;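 note: purified mutant Fbw7 with reduced substrate affinity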
Target sequence (Q969H0 whole entry, looked up): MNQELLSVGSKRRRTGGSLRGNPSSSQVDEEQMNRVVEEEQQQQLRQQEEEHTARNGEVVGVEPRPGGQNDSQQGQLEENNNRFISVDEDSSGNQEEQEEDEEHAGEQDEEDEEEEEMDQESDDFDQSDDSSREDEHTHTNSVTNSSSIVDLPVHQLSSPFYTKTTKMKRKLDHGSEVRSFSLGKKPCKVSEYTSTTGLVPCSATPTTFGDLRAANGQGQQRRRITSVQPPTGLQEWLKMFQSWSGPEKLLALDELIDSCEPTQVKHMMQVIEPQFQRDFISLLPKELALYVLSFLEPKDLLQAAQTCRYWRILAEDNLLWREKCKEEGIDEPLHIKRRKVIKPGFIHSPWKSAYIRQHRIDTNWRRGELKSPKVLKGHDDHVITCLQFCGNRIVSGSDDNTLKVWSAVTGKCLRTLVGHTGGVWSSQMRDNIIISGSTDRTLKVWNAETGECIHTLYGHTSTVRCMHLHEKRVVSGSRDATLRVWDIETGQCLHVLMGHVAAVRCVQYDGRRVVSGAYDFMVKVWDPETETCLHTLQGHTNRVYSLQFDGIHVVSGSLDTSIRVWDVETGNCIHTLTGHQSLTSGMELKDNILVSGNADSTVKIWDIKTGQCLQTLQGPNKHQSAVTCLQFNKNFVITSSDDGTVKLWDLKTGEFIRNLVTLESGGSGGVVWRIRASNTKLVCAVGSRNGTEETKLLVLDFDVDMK
MITF inh: blocks human microphthalmia-associated transcription factor; 650,000 compounds, 0.91% hits; AlphaScreen MITF homodimerization, bead proximity signal; inhibition, % at 2.6 µM; AID 1259374; O75030; in the data active = inhibition above about 50%;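 note: 0% = vehicle wells with protein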
An asterisk follows results filed as active; & = joins results of further samples.

SMILES	GPR151 ag	TEAD-YAP inh	FBW7 activator	MITF inh
Cc1[nH]c2ccccc2c1SCCNC(=O)c1c(-c2ccccc2Cl)noc1C	-1.6	-10.3	0.5	22.7
O=S(=O)(/N=C(/c1ccccc1)N1CCOCC1)c1ccc(F)cc1F	-0.5	9.2	-0.3	-2.3
CC(C)c1ccc(CNC(=O)C(=O)NCc2ccncc2)cc1	-2.0	5.9	0.5	14.7
COC(=O)C1=CN(Cc2ccc(OC)c(OC)c2)C=C(C(=O)OC)C1c1ccc(C)s1	-1.0	-44.2	0.0	-4.0
CS/C(NC(=O)c1ccccc1)=C1\CCCCC1=O	-1.1	-0.7	-0.1	0.7
Cc1ccc(S(=O)(=O)NC(Cc2ccccc2)C(=O)Nc2cccc(C)c2C)cc1 (centres undefined)	-0.2	-9.3	0.0	-10.3
C=CCn1c(SCc2cccnc2)nnc1-c1ccncc1	0.0	5.2	0.0	-1.4
O=C(/C=C/c1cccc([N+](=O)[O-])c1)Nn1c(C2CCCCC2)nc2ccccc2c1=O	1.5	9.1	0.0	7.4
CCN(CC)S(=O)(=O)c1ccc(C)c(NC(=O)c2ccccc2C(=O)O)c1	-3.2	9.7	0.2	-16.8
CC(=O)Nc1ccc(N2C(=O)c3cccc([N+](=O)[O-])c3C2=O)cc1	0.7	-11.5	-0.1	7.0
O=C(NCCN1CCN(C(=O)c2ccccc2Br)CC1)C(=O)Nc1ccccc1	0.5	17.0	0.3	-6.3
O=C(Nc1ccc(Br)cc1F)c1ccc2c(c1)OCCO2	-3.9	18.4	0.0	-8.8
NS(=O)(=O)c1ccc(NC(=O)CC(c2ccccc2)c2ccccc2)cc1	1.6	14.4	-0.2	-0.9
COc1ccc(NC(=O)c2cccc(Cl)c2Cl)cc1	-2.1	-47.0	0.0	-4.0
Cc1cccc(NC(=O)c2ccc3c(=O)n(-c4ccccc4)c(=S)[nH]c3c2)c1	1.0	-4.9	-0.1	-1.4
O=C(Nc1cccc2ccccc12)c1cnn2c(C(F)(F)F)cc(-c3ccccc3)nc12	1.1	3.7	-0.1	-5.4
COc1ccc(C)c2sc(=NC(=O)C3CC3)n(C)c12	-1.8	-2.0	0.1	18.3
N=c1oc2ccccc2cc1C(=O)Nc1ccccc1	-0.6	-41.1	0.0	17.3
O=C1C2C3C=CC(C4CC34)C2C(=O)N1/N=C/c1ccc([N+](=O)[O-])s1 (centres undefined)	2.3	-17.6	-0.2	0.7
O=C(O)CCCc1nnc2c3ccccc3ncn12	-1.4	-3.9	0.1	3.4

By substructure: the entries above containing fluorine
SMILES	GPR151 ag	TEAD-YAP inh	FBW7 activator	MITF inh
O=S(=O)(/N=C(/c1ccccc1)N1CCOCC1)c1ccc(F)cc1F	-0.5	9.2	-0.3	-2.3
O=C(Nc1ccc(Br)cc1F)c1ccc2c(c1)OCCO2	-3.9	18.4	0.0	-8.8
O=C(Nc1cccc2ccccc12)c1cnn2c(C(F)(F)F)cc(-c3ccccc3)nc12	1.1	3.7	-0.1	-5.4

Returning to the listing with the 6 entries that preceded the break.
SMILES	GPR151 ag	TEAD-YAP inh	FBW7 activator	MITF inh
Cc1cccc(NC(=O)c2ccc3c(=O)n(-c4ccccc4)c(=S)[nH]c3c2)c1	1.0	-4.9	-0.1	-1.4
O=C(Nc1cccc2ccccc12)c1cnn2c(C(F)(F)F)cc(-c3ccccc3)nc12	1.1	3.7	-0.1	-5.4
COc1ccc(C)c2sc(=NC(=O)C3CC3)n(C)c12	-1.8	-2.0	0.1	18.3
N=c1oc2ccccc2cc1C(=O)Nc1ccccc1	-0.6	-41.1	0.0	17.3
O=C1C2C3C=CC(C4CC34)C2C(=O)N1/N=C/c1ccc([N+](=O)[O-])s1 (centres undefined)	2.3	-17.6	-0.2	0.7
O=C(O)CCCc1nnc2c3ccccc3ncn12	-1.4	-3.9	0.1	3.4
Cc1[nH]nc2c1C(c1ccc([N+](=O)[O-])cc1)C1=C(CC(C)(C)CC1=O)N2 (centres undefined)	-0.2	12.4	-0.2	4.5
COC(=O)c1cc(C(=O)NC(C)(C)CC(C)(C)C)cc([N+](=O)[O-])c1	1.6	-1.2	-0.2	18.8
CSCCC(NC(=O)c1ccco1)C(=O)OCCN1C(=O)c2ccccc2C1=O (centres undefined)	-0.6	-1.5	0.4	9.1
C/C(N)=C(/C#N)C(=O)COC(=O)CCS(=O)(=O)c1ccccc1	-2.1	-10.0	-0.2	-1.2
CC(C)NS(=O)(=O)c1ccc(OCC(=O)Nc2cccc([N+](=O)[O-])c2)cc1	-0.2	-3.8	1.2	14.5
CCOC(=O)c1[nH]c(C)c(C(=O)NCCC2=CCCCC2)c1C	0.6	-19.8	-0.1	0.4
COc1ccccc1CNCCCn1ccnc1	-1.6	4.4	0.6	11.0
O=C(Nn1c(-c2cccc(Cl)c2)nc2ccccc2c1=O)c1ccc(Cl)c([N+](=O)[O-])c1	-0.3	5.2	0.0	6.8
COc1cc(Cl)c(C)cc1NC(=S)N(Cc1ccccc1C)CC1CCC(C(=O)O)CC1 (centres undefined)	1.7	-6.3	-0.1	3.2
CC(C)=C(/C(=C/CS(=O)(=O)c1ccc(C)cc1)S(=O)(=O)c1ccccc1)S(=O)(=O)c1ccccc1	-0.3	9.0	0.0	12.3
CCOC(=O)C1=C(C)NC2=C(C(=O)C(C(=O)OCC)C(c3cccc(OC)c3)C2)C1c1ccsc1 (centres undefined)	0.7	2.4	0.0	-5.2
O=C(Nc1ccc([N+](=O)[O-])cc1Br)c1cccnc1	-0.5	1.5	0.0	13.7
COc1ccc(C(=O)/C=C/Nc2ccccc2C)cc1	-3.3	3.6	0.1	21.1
c1cncc(-c2nc3c4c5c(sc4ncn3n2)CCCCC5)c1	-0.5	-4.1	-0.1	-5.6
Cc1ccc(NC(=O)COc2ccc(N3CC(C(N)=O)CC3=O)cc2)cc1Cl (centres undefined)	-0.2	-1.3	0.0	0.8
CC(C)c1cc(C(C)C)c(S(=O)(=O)NCCCN2CCOCC2)c(C(C)C)c1	-0.7	14.2	0.2	-2.4
COc1ccccc1CNC(=O)CCS(=O)(=O)c1ccc2c(c1)SCC(=O)N2	-3.2	3.9	0.1	15.7
CSc1cccc(CN2CCN3C(=O)[C@@H]4C[C@@H](O)CN4C(=O)[C@H]3C2)c1	-0.1	-10.1	0.0	3.5
O=C1NCCN/C1=C/C(=O)c1ccco1	2.9	6.3	-0.1	12.6
CC(=O)c1c(C)[nH]c(C(=O)N2CCN(c3cc(Cl)ccc3C)CC2)c1C	-1.2	-1.7	0.1	7.8
Cn1c(C(O)c2ccc(Cl)cc2)nc(Cl)c1Cl (centres undefined)	0.1	1.4	-0.1	0.4
COc1ccc(CC(=O)NCC2CCCN(Cc3cccc(SC)c3)C2)cc1 (centres undefined)	2.6	2.9	0.1	-1.4
C=CCOc1ccc(C2C(C(=O)c3cccs3)=C(O)C(=O)N2c2nnc(C)s2)cc1 (centres undefined)	2.2	-10.8	0.2	1.1
CC1CCCCC1NC(=O)C1CCC(CNc2c(N3CCCCC3)c(=O)c2=O)CC1 (centres undefined)	-1.5	-10.6	0.3	10.8
O=C(c1cc2ccccc2cc1OCC(O)CN1C(=O)c2ccccc2C1=O)N1CCCCC1 (centres undefined)	0.3	5.1	-0.3	-3.3
Cc1cc(C)cc(OCC(=O)Nc2ccc(S(=O)(=O)Nc3cc(C)on3)cc2)c1	-1.9	3.5	-0.1	0.3
CC(C)c1nc2ccc(-c3cnn(C)c3)cc2c(=O)[nH]1	0.9	-6.0	0.6	3.0
COc1ccc(C)cc1NC(=O)CCN1CCN(Cc2ccccc2)CC1	0.7	10.1	-0.1	-4.7
Cc1ccc(N(C(=O)CCc2ccccc2)C2C=CS(=O)(=O)C2)cc1 (centres undefined)	-1.2	9.7	-0.1	2.3
COc1ccc(C=Nc2cccc(C)c2)c(OC)c1	-0.6	3.0	-0.1	-0.8
O=C(CSc1ccc(C(=O)c2ccncc2)cc1[N+](=O)[O-])Nc1ccc2ccccc2c1	-1.1	-17.1	0.0	2.0
Cc1nnc(SCC(=O)Nc2ccc(F)c(F)c2)s1	-0.3	8.0	0.1	-1.8
CN1CCN(c2nc(-c3ccccc3O)nc3ccccc23)CC1	0.7	-1.2	-0.2	1.4
Cc1c(Cc2ccccc2)sc(NC(=O)CCC(=O)O)c1C(N)=O	0.7	-12.0	0.0	-80.0
O=[N+]([O-])c1ccc(-c2csc3c4ncnc-4ncn23)cc1	-1.5	-4.3	-0.2	-0.7
C[C@@H]1O[C@@H](OC[C@H]2O[C@@H](Oc3c(-c4ccc(O)c(O)c4)oc4cc(O)cc(O)c4c3=O)[C@H](O)[C@@H](O)[C@@H]2O)[C@H](O)[C@H](O)[C@H]1O	-0.7&-2.2	3.0&2.0	-0.2&-0.2	83.4*
COCCn1nnnc1C(c1ccc(Cl)cc1)N1CCN(c2ccc(F)cc2)CC1 (centres undefined)	0.6	-2.2	-0.1	4.8
CCOc1ccccc1/C=N/n1c(C)nnc1-n1nc(C)cc1C	-1.2	0.7	0.0	7.0
CSCCC(=O)N1CCc2nnc(C(CC(C)C)NC(=O)CN(C)C)n2CC1 (centres undefined)	0.6	-8.1	0.1	-16.9
Cc1ccc(C)c(N2CCN(C(=O)CCC(=O)N3CCSc4ccccc43)CC2)c1	3.3	8.8	-0.1	-3.9

The final 2 records of the part before open the next one:
SMILES	GPR151 ag	TEAD-YAP inh	FBW7 activator	MITF inh
CSCCC(=O)N1CCc2nnc(C(CC(C)C)NC(=O)CN(C)C)n2CC1 (centres undefined)	0.6	-8.1	0.1	-16.9
Cc1ccc(C)c(N2CCN(C(=O)CCC(=O)N3CCSc4ccccc43)CC2)c1	3.3	8.8	-0.1	-3.9
COC(=O)Cn1c(=NC(=O)c2cc(=O)c3ccccc3o2)sc2c(C)cc(C)cc21	0.5	2.3	-0.1	-3.9
COc1ccccc1Oc1ccc(S(N)(=O)=O)cc1	-1.9	7.0	0.1	4.7
C=CCc1cccc(/C=N/NC(=O)c2ccoc2C)c1O	-5.9	-23.2	0.3	12.2
CCOC(=O)C(CC)Oc1ccc2c(=O)c(-c3ccc(Cl)cc3)c(C(F)(F)F)oc2c1 (centres undefined)	-0.1	9.9	0.0	-10.2
CN(C)C(=O)Cc1coc2ccc3ccccc3c12	0.5	0.6	0.1	9.9
O=C(NCCOc1ccccc1)c1cccc(N2CCc3ccccc3C2)c1	1.5	-31.4	0.1	3.7
CC1CCCN(C(C(=O)NC2CCCC2)c2ccccc2)C1 (centres undefined)	-1.4	-7.5	0.7	-1.4
FC(F)(F)c1cccc(CNc2ccnc(Nc3ccncc3)n2)c1	0.3	-8.6	0.2	6.5
Cc1ccccc1NC(=O)CC1SC(=O)NC1=O (centres undefined)	-1.3	2.0	-0.1	6.9
COc1cc(Nc2nc(NCCN3CCOCC3)c3ncn(-c4ccsc4)c3n2)cc(OC)c1OC	0.8	48.9*	0.0	-8.5
COc1ccc(OC)c(C2C(C(=O)Nc3ccc(F)cc3)=C(C)NC3=C2C(=O)CCC3)c1 (centres undefined)	1.0	0.5	0.2	18.7
CCOC(=O)c1sc(NC(=O)Cc2cccs2)c(C(=O)OCC)c1C	0.1	-1.2	0.0	-2.1
COc1ccc(N(CC(=O)NCC2CCCO2)S(C)(=O)=O)cc1 (centres undefined)	2.0	4.2	0.3	14.0
COc1ccc(/C=C(\C#N)C(=O)c2ccccc2)c(OC)c1	-1.3	-1.6	0.1	9.0
Cn1c(Nc2cccc(C(=O)NCCc3ccc(O)cc3)c2)nc2ccccc21	-0.6	-1.2	0.0	-5.8
O=C(NCc1ccncc1)C1CC12CCN(Cc1cnn(-c3ccccc3)c1)CC2 (centres undefined)	-0.2	9.2	-0.1	-5.4
CS(=O)(=O)N(CC(=O)Nc1ccc(F)cc1)c1cccc(Cl)c1Cl	1.1	-3.1	0.0	-9.1
CCn1c(=S)sc2c(=O)n(-c3ccccc3)c(SCC(=O)NCc3ccccc3Cl)nc21	2.3	1.0	0.0	12.2
COc1cc([N+](=O)[O-])ccc1-c1ccc(/C=C2\C(=O)N(c3cccc(Br)c3)N=C2C)o1	-1.4	1.4	0.1	-1.4
COc1ccc(NC(=O)NC(=O)N(C)S(=O)(=O)c2ccc(C)cc2)c(C)c1	-0.8	5.0	0.0	1.7
CCN(CC)C(=O)C1CCCN(c2nccc(NCCOc3ccccc3)n2)C1 (centres undefined)	1.1	5.7	0.0	12.6
CCn1nc(C)c(CN2CCN(Cc3ccccc3C)C(CCO)C2)c1C (centres undefined)	0.5	-5.4	0.0	10.4
CN1CCN(c2ccc(-c3nc(NCCc4ccc(O)cc4)c4ncn(Cc5ccc(C(F)(F)F)cc5)c4n3)cc2)CC1	-2.0	-2.3	-0.1	19.6
O=C(NCCNC(=O)c1ccco1)c1cccc(F)c1	1.6	-4.4	1.5	20.2
C=CCn1c(SCC(=O)NC2CCCCC2)nc2sc3c(c2c1=O)CCC3	-1.0	-6.3	0.2	-8.0
Cc1cc(C)nc(CCNC(=O)CC2C(=O)NCCN2Cc2ccc(C)o2)n1 (centres undefined)	0.2	10.4	0.0	-5.5
CC1Cn2c(CCc3ccccc3)nnc2S1 (centres undefined)	0.5	-1.4	-0.2	0.6
C=Cc1ccc(Cn2c(C)c(CNCc3ccc(OC)cc3)c(C(=O)O)c2C)cc1	0.5	20.4	0.1	27.5
Cc1ccc(NC(=O)C(=O)NC2CCCCCC2)cc1	-0.9	-9.3	-0.1	4.8
COc1cc(OC)cc(-n2c(CN3CCOCC3)nc3ccc([N+](=O)[O-])cc3c2=O)c1	4.4	8.0	-0.1	-1.9
CCOC(=O)c1c(NC(=O)c2ccc(OC)c([N+](=O)[O-])c2)sc(C(C)=O)c1C	-0.7	5.9	-0.1	-3.6
O=C(CSc1nc2cccnc2n1Cc1ccccc1)N1CCCCC1	-0.3	-1.1	0.0	2.4
